Screening results (PubChem BioAssay)
TCR-CD3 inh – human TCR-CD3 binding inhibition; TAMRA-labeled TCR probe fluorescence, biochemical; actives 0.37% (n = 360,000); AID 651800; inhibition, % at 9.4 µM; in the data active = inhibition above about 19%;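 also: recombinant mutant TCR 2C K166C tagged with TAMRA read by polarization; 0% = receptor in buffer alone and 100% = receptor with positive control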
SIAE inh – inhibitors of human sialic acid acetylesterase SIAE; SIAE FP-Rh probe binding, fluorescence polarization; Q9HAT2; AID 1053197; inhibition, % at 9.66 µM; actives 0.69% (n = 370,000);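 active = inhibition above a cutoff: mean of compounds within the control limits plus 3 SD of those, cut at about 17% in these data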;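 also: 0% = plate median of compound wells and 100% = probe without SIAE protein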
rCAG RNA binder – binds r(CAG) RNA repeats | actives 1.3% (n = 370,000) | inhibition, % at 3 µM | r(CAG) RNA repeat, TO-PRO-1 dye displacement fluorescence;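 active = inhibition above the plate cutoff, the mean of all test compounds on that plate plus 3 SD, cut at about 35% in these data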;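 also: 0% = DMSO alone and 100% = 100 µM mitoxantrone as full dye displacement; higher means more dye released from RNA so lower well fluorescence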
PRMT1 inh – PRMT1 (human) inhibition, primary screen; recombinant PRMT1, activity-based probe fluorescence polarization; inhibition, % at 2.79 µM; actives 1.3% (n = 370,000);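 active = inhibition above about 21% made by adding two undisclosed values, limit read from the data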
Target sequence (Q99873 whole entry, looked up): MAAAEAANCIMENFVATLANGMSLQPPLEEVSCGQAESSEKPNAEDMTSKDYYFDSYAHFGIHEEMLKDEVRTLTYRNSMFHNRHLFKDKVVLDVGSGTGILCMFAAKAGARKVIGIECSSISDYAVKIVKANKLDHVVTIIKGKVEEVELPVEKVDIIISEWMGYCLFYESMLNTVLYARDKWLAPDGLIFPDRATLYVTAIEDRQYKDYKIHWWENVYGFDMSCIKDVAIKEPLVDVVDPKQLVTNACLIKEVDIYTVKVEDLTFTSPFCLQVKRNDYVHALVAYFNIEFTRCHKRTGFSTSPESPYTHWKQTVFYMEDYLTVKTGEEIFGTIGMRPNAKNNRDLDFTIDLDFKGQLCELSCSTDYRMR
NPR2 activator – GC-B (human) receptor activation; HEK293-GC-B cells, CNP EC30, cGMP TR-FRET; 0% at EC30 CNP, 100% saturating CNP; activation, % at 10 µM; actives 0.11% (n = 370,000);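 active = activation at 10 µM reaching about 35% in either raw or pattern-adjusted values, limit read from the data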
MBD2 inh – MBD2-methylated oligo binding inhibition; TR-FRET, MBD2 binding to methylated oligonucleotide; Q9UBB5; inhibition, % at 4.4 µM; actives 0.31% (n = 370,000); AID 686964; in the data active = inhibition above about 13%
Target sequence (Q9UBB5 whole entry, looked up): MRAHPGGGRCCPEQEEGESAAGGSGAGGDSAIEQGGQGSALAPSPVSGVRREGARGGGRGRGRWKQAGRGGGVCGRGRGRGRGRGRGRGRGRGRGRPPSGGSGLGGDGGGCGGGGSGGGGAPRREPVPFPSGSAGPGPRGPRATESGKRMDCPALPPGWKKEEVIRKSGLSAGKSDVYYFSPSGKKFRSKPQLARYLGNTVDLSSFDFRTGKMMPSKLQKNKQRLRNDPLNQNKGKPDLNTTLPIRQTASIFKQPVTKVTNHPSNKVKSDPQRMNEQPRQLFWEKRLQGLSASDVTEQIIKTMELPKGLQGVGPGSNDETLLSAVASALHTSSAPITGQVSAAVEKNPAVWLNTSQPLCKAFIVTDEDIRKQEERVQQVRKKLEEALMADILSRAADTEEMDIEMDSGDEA
mABHD4 FP – ABHD4 (mouse) inhibition, primary FP screen; inhibition, % at 8.92 µM; purified mABHD4, FP-Rh probe fluorescence polarization; AID 720543; actives 0.54% (n = 370,000);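 active = inhibition exceeding the mean over every tested compound plus 3 SD, cut at about 30% in these data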;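 also: 0% = plate median of compound wells and 100% = S159A mutant with DMSO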
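system = mouse ABHD4 enzyme, wild type | medium = HEPES pH 7.0, NaCl, Pluronic buffer | also added = FP-Rh probe | incubation = Enzyme–compound pre-incubation 45 min, then probe 60 min, both 25 °C | technique = fluorescence polarization, excitation 525 nm, emission 598 nm, BODIPY TMR filters | controls = S159A mutant high control, sample median low control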
LEDGF integ inh – blocks HIV-1 LEDGF/p75-dependent DNA integration | inhibition, % at 3.7 µM | TR-FRET IN-LEDGF/p75 DNA integration, Eu/Cy5 | actives 0.64% (n = 370,000);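 active = inhibition above the screen-wide mean plus 3 SD, cut at about 13% in these data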;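 also: signal is the Cy5 over europium emission ratio at 671 and 618 nm; 0% = plate median of compound wells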
TDP2 absorb – blocks human TDP2 phosphodiesterase activity; AID 720702; actives 0.34% (n = 370,000); O95551; inhibition, % at 12.8 µM; recombinant TDP2, T5PNP hydrolysis, p-nitrophenol absorbance 415 nm;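 active = inhibition above the mean of all tested compounds plus 3 SD, set per campaign, cut at about 25% in these data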;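 also: 0% = DMSO with enzyme and 100% = buffer with substrate but no TDP2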
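Material: recombinant human TDP2; quantity: TDP2 enzyme at 120 nM final; medium: Tris-HCl pH 7.5 with MgCl2; compound: single concentration, 12.8 µM nominal, with 1% DMSO; incubation: 2 h enzyme incubation at 37 °C; signal: epi absorbance; measure: percent inhibition; benchmarks: high control without enzyme, low control DMSO plus TDP2; repeats: singlicate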
HTRA1 inhibitor – HTRA1 (human) protease inhibition. Q92743. recombinant HTRA1, FP-rhodamine activity-based probe, fluorescence polarization. inhibition, % at 5.96 µM. actives 0.5% (n = 340,000). AID 504803; in the data active = inhibition above about 36%;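 also: 0% = enzyme with DMSO and 100% = wells lacking enzyme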
* hit, by the source's call; . = no result given.

A first look, 2 compounds:
Each structure is followed by: TCR-CD3 inh	SIAE inh	rCAG RNA binder	PRMT1 inh	NPR2 activator	MBD2 inh	mABHD4 FP	LEDGF integ inh	TDP2 absorb	HTRA1 inhibitor
> Cc1ccccc1OCC(=O)NCCCNC(=O)c1ccco1
→ -2	-8	6	5	-5	9	-19	-1	-2	3
> CSCCC(NS(=O)(=O)c1ccccc1F)C(=O)NCC(c1ccc(F)cc1)N1CCOCC1 (centres undefined)
→ 3	-11	-2	-4	-8	-3	-3	4	-2	-1

This part in full, repeating the preview:
Each structure is followed by: TCR-CD3 inh	SIAE inh	rCAG RNA binder	PRMT1 inh	NPR2 activator	MBD2 inh	mABHD4 FP	LEDGF integ inh	TDP2 absorb	HTRA1 inhibitor
> Cc1ccccc1OCC(=O)NCCCNC(=O)c1ccco1
→ -2	-8	6	5	-5	9	-19	-1	-2	3
> CSCCC(NS(=O)(=O)c1ccccc1F)C(=O)NCC(c1ccc(F)cc1)N1CCOCC1 (centres undefined)
→ 3	-11	-2	-4	-8	-3	-3	4	-2	-1
> O=C(COC(=O)c1cc([N+](=O)[O-])ccc1NCc1ccccc1)NCc1ccccc1Cl
→ 13	-4	1	0	0	-1	3	-1	4	0
> CCc1ccc([C@H]2[C@@H]3C(=O)C[C@@H]4C(=O)N(c5ccccc5)C(=O)[C@@H]4[C@@H]3CN2S(=O)(=O)c2ccc(C)cc2)cc1
→ 1	-10	17	-3	2	-2	-10	0	-3	.
> CCOCCSc1nc2c(c(=O)[nH]c(=O)n2C)n1CCCc1ccccc1
→ 0	-1	-5	-3	0	-5	3	-1	-1	2
> CCS(=O)(=O)c1ccc(C(=O)Nc2ccccc2)c(Cl)c1Cl
→ 5	5	-5	0	2	1	-6	0	2	0
> Cc1cc(Cl)c(S(=O)(=O)N2CCCCCC2)cc1OCC(=O)NC1CCCCC1
→ -5	2	-5	1	0	0	-2	-1	-4	-6
> COc1ccccc1N1C(=O)N(C(C)=O)C2C1Nc1ccccc1N2C (centres undefined)
→ 2	11	9	4	-1	0	26	7	12	49*
> CCCCNC(=O)Nc1ccon1
→ -8	-6	-2	2	1	-3	-2	1	-3	1
> CCOC(=O)c1c(C)[nH]c(C(=O)OC(C)C(=O)Nc2ccccc2OC)c1C (centres undefined)
→ 5	-26	-6	-2	4	-4	-16	-2	0	-16
> CSc1ccccc1NC(=O)c1cc(-c2cccs2)on1
→ 1	0	5	-3	-6	-1	3	-5	13	0
> COC(=O)NC1CSCC1OC(=O)CN1C(=O)c2ccccc2C1=O (centres undefined)
→ 3	-2	-4	0	-1	0	0	5	-1	5
> Cc1ccoc1C(=O)Nc1ccc2ccccc2c1
→ -3	-10	6	5	-7	4	-14	-1	-16	-22
> O=C(Nc1ccccc1Cl)NC1(C(=O)N2CCOCC2)CCCCC1
→ 8	-1	3	2	1	0	-1	-1	5	0
> COn1c(=O)c(=O)n(OC)c2ccccc21
→ 2	-3	2	0	2	1	7	2	10	-3
> CC(OC(=O)CCCNC(=O)c1ccc(Cl)cc1)C(=O)N(C)Cc1ccccc1 (centres undefined)
→ -2	5	-11	2	-5	-6	-3	-1	7	3
> CC(C)c1ccc(NC(=S)NN(c2ccccc2)c2ccccc2)cc1
→ -1	11	0	-1	2	-4	-14	0	0	-3
> COc1ccccc1Oc1coc2c(CN(C)C)c(O)ccc2c1=O
→ 4	2	4	8	-4	-3	5	1	0	7
> COC(=O)c1ccc(CNC(=O)CCNC(=O)c2ccco2)cc1
→ 7	9	0	-1	0	3	3	2	0	1
> COc1cc(OC)c2c(-c3cccc(-c4ccc(OC(F)(F)F)cc4)c3)cc(=O)oc2c1
→ -2	0	2	-3	0	-6	1	5	-5	6
> COc1ccc(-n2c(O)c(/C=N/NS(=O)(=O)c3cccc([N+](=O)[O-])c3)c3ccccc3c2=O)cc1OC
→ -50	-7	32	7	1	1	5	2	10	-6
> Cc1cc(OCC(=O)C(C)(C)C)c2c(C)c(C)c(=O)oc2c1
→ 1	-3	0	-2	-11	4	0	-3	-3	-8
> CCOC(=O)c1ccc(NC(=O)Cn2ccc([N+](=O)[O-])n2)cc1
→ 5	2	3	-6	0	-7	-3	2	-8	6
> S=C(NCc1ccco1)Nc1ccccn1
→ 3	0	2	4	3	0	-1	-5	-4	-7
> Cc1ccc(N(C(=O)c2cnccn2)C(C(=O)NC2CCCCC2)c2ccc(O)cc2)cc1 (centres undefined)
→ 4	-2	-8	0	1	6	-2	0	2	6
> O=C(COc1cc2oc(=O)cc(-c3ccccc3)c2cc1Cl)NCCN1CCOCC1
→ 3	-3	-5	1	-1	1	5	-2	6	5
> CC(=O)Nc1ccc(NC(=O)c2ccc3c(c2)C(=O)N(c2ccccc2C)C3=O)cc1
→ -1	-10	-2	-5	7	-5	-2	1	-2	5
> O=C(Nc1ccc(F)cc1)c1ccc(-n2ccnc2)nc1
→ 1	-4	4	3	-7	5	-1	-3	-8	2
> COc1ccc2c(CC(=O)OCC(=O)Nc3cc(C)c(C)cc3[N+](=O)[O-])coc2c1
→ 1	13	4	-2	4	1	3	-2	5	-3
> O=C(CCC(=O)Nc1ccc(F)cc1)N/N=C/c1cccc(Br)c1
→ -4	-6	3	3	6	-1	0	-4	2	-15
> CCCCNC(=O)c1ccc2c(c1)N(CC)C(=O)CS2
→ 1	-7	-1	1	2	1	2	3	-9	-3
> Cc1ccc(C(c2sc3nc(C)nn3c2O)N2CCN(C(=O)c3ccco3)CC2)cc1 (centres undefined)
→ -8	-9	-6	1	-2	-3	3	-2	-6	2
> N#CC1=C(SCc2ccc(C#N)cc2)N=C(N)C(c2nc(-c3ccccc3)cs2)C12CCCCC2 (centres undefined)
→ -3	-6	-2	-3	-1	-1	-2	-2	6	-55
> O=P(O)(CCc1ccccc1)C(O)c1ccccc1 (centres undefined)
→ 1	2	4	0	4	-1	-4	3	-13	3
> CCCCC[C@@H]1C=C(C(=O)O)[C@H](c2ccc(Cl)c(Cl)c2)N1S(=O)(=O)c1ccc(C)cc1
→ -3	-18	85*	3	1	1	-40	4	-2	-93
> O=C(Nc1ccc(Cl)cc1)N1CCCC(Cn2cccc2)C1 (centres undefined)
→ 2	-2	-1	7	-2	0	-7	-4	-11	-7
> Cc1ccc(-n2c(C)c([N+](=O)[O-])c3ccc(O)c(CN(C)C)c32)cc1
→ 5	0	4	-1	8	-3	0	0	-11	0
> CCOc1ccc(NC(=O)CN2CCCC2c2cccs2)cc1S(=O)(=O)N1CCCC1 (centres undefined)
→ -1	-1	10	-2	-2	42*	0	2	-1	-12
> CN1C(=O)C(c2cn(C)c3ccccc23)(c2cn(C)c3ccccc23)c2cc(F)ccc21
→ -2	-5	6	-1	-8	-1	-2	1	-3	.
> CCC(c1ccc(O)cc1)C(CC)c1ccc(O)cc1 (centres undefined)
→ 1	-14	3	-3	9	-6	-21	-5	12	-6
> COc1ccc(CNC(=O)CSc2ccc(Br)cc2)cc1OC
→ -4	10	-1	1	-4	-5	3	3	5	-6
> CC(Oc1cccc(F)c1)C(=O)/C=C\N(C)C (centres undefined)
→ -6	5	7	3	1	-3	-26	13	-16	0
> S=c1[nH]ncn1-c1ccccn1
→ 7	7	0	8	-4	-4	-3	-3	2	1
> CC(=O)NC(Cc1ccccc1)C(=O)OCC(=O)c1ccc(Cl)cc1 (centres undefined)
→ 4	-1	0	3	5	3	-3	0	-6	0
> C=CCn1c(=O)c2ccccc2n2c(SCC(=O)N3CCCc4ccccc43)nnc12
→ 6	-7	-4	-2	-2	-1	6	-3	-11	-2
> COC(=O)c1cc2c(C)nn(-c3ccccc3)c2s1
→ -4	1	0	1	-8	2	-4	6	4	-8
> CCN(CC(=O)NC(C)C)C(=O)[C@H](C)NC(=O)c1ccc(Br)cc1
→ 4	3	-5	-3	3	-1	-6	0	-8	-2
> Cc1ccc(S(=O)(=O)N2CCOCC2)cc1C(=O)Nc1ccccn1
→ 4	1	-2	-2	0	2	-2	2	-8	-3
> CN(Cc1ccccc1)c1ccc2nnc(-c3ccccc3)n2n1
→ -1	-3	3	0	9	-3	-9	2	3	-11
> COC(=O)[C@@H](Cc1c[nH]c2ccccc12)NC(=O)C1CCCN(S(=O)(=O)c2ccc(C)cc2)C1 (some centres undefined)
→ 3	0	0	-1	6	1	-6	6	-23	-3
> CCOc1ncccc1C(=O)OCc1ccccc1
→ -10	4	-6	-1	1	2	-3	0	6	1
> Cc1c(C(=O)NC(=S)Nc2ccc(N3CCOCC3)cc2)cccc1[N+](=O)[O-]
→ -2	0	2	-2	-1	4	5	5	2	7
> O=C(NNC(=O)c1c(F)cccc1F)c1ccccc1-n1cccc1
→ -4	4	0	5	3	3	-2	-2	4	1
> Cc1nn(C)cc1C(C(=O)NC1CCCCC1)N(CCc1ccccc1)C(=O)c1cnccn1 (centres undefined)
→ -7	0	-5	5	-4	2	3	-8	-8	-7
> Cc1cc2c(c(=O)o1)C1(C(=O)N(C)c3ccccc31)C(C#N)=C(N)O2 (centres undefined)
→ 0	-7	-3	2	4	3	5	0	0	3
> COc1cc(C=O)ccc1OCc1ccccc1Br
→ 1	-2	0	-1	-9	-2	-10	2	-8	-17
> COc1ccc(CCNCc2cc3ccc(C)cc3[nH]c2=O)cc1OC
→ 2	2	-2	0	-6	0	-3	-3	-2	-8
> Cc1cc(C)nc(/N=C2\NC(=O)CC(C(=O)O)N2c2ccc(Cl)cc2)n1 (centres undefined)
→ -3	1	3	5	-1	4	-2	-2	3	1
> COc1ccc(NC2CCCN(C(=O)c3ccncc3)C2)cc1 (centres undefined)
→ 5	3	-4	-2	4	-3	3	-2	-8	-7
> Cc1cccc(NC(=S)N2CCN(C(=O)c3ccco3)CC2)c1
→ -1	1	-7	-1	4	3	-3	0	5	-4

Next section
Each structure is followed by: TCR-CD3 inh	SIAE inh	rCAG RNA binder	PRMT1 inh	NPR2 activator	MBD2 inh	mABHD4 FP	LEDGF integ inh	TDP2 absorb	HTRA1 inhibitor
> COc1ccc2c(Cl)c(C(=O)N/N=C/c3ccncc3)sc2c1
→ 1	-45	5	3	2	4	0	-5	9	-32
> CCCCN(C(=O)c1ccccc1Br)C(c1ccc(OC)cc1)c1nc2ccccc2[nH]1 (centres undefined)
→ 3	-3	3	-2	-6	-6	-9	-3	1	.
> CN(C)CCCNc1nc2cc(-c3ccc(C(=O)N4CCN(C)CC4)cc3)sc2c(=O)n1C
→ 6	2	3	-2	-2	-2	-2	1	3	.
> COc1cc(C(=O)NNC(=O)COc2cccc(F)c2)ccc1OCC(=O)N1CCOCC1
→ -5	5	-3	-3	6	-3	2	-2	-2	8
> Cc1ccc(N(O)C(=O)OCCNC(=O)Nc2ccccc2)cc1
→ 1	8	8	1	3	-9	4	-2	-1	-2
> Cc1ccc(C(=O)Nc2cccc(C(F)(F)F)c2)cc1NC(=O)c1[nH]cnc1C(N)=O
→ -4	-28	5	2	5	0	-1	-2	10	-4
> COc1ccc(C(=O)CCN2CCCCCC2)cc1
→ 0	0	0	11	-15	2	4	0	12	-1
> Cc1cc(NC(=O)CSc2nc3c(c(=O)n2CCc2ccccc2)SC(C)C3)no1 (centres undefined)
→ -6	3	2	0	-1	8	-6	3	-4	-6

The list is partial; rates above refer to the full screens.
